Source: PubChem (Broad Institute)
GSIS activator = GLuc luminescence reporter in INS-1E cells, primary screen for activators of glucose-dependent secretion of insulin; INS-1E GLuc reporter insulin secretion, 2-3 h; activation, % at 16.6 µM; 370,000 compounds, 0.61% hits; AID 743287, 2014;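 active means lowest replicate activation of at least 40%, so every replicate reaches that level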;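 further: 0% = median of neutral control wells and 100% = median of IBMX positive control wells; some compounds called inactive have numbers as strong as hits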
PAX8 reporter = inhibitors of PAX8-driven TPO luciferase reporter, primary screen, RMG-I cells, single concentration. AID 652154, 2013. inhibition, % at 12.6 µM. 360,000 compounds, 1.2% hits. SteadyGlo, 24 h;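 active means mean replicate inhibition at least 60% with every replicate also reaching 60%; inconclusive means only one of the two criteria is met; inactive means mean below 60% and not all replicates reaching 60%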;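 further: luciferase light reporting Pax8 driven TPO promoter activity; plate controls were median of neutral control wells for no effect and mitoxantrone controls for full effect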
miR122 inh = miR-122 Renilla sensor signal increase in Huh7, primary screen, miR-122 inhibitor project, cell-based, single point, plate reader; 340,000 compounds, 0.3% hits; activation (reporter increase), % at 12.5 µM; Huh7 miR-122 Renilla luciferase sensor, 48 h; neutral wells = 0, positive control = 100;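 active means mean replicate activation score at least 90 and every replicate individually at or above 90; inconclusive means only one of the two criteria met; inactive means neither criterion met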;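 further: higher luciferase means less miR-122 activity so hits act as miR-122 inhibitors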
EWS-Fli block = EWS/Fli-driven NR0B1 reporter inhibitors, primary screen, A673 cells, NR0B1 luciferase, luminescence, MLPCN library; viability-normalised; AID 651661, 2012; 350,000 compounds, 0.67% hits; inhibition, % at 12.6 µM;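 active means mean inhibition of at least 50% after viability correction, with every replicate also passing that limit; inconclusive means mean reaches 50% but only one of two replicates passes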;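 further: firefly luciferase signal divided by Alamar Blue viability fluorescence both relative to DMSO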
FN deposition inh = inhibitors of fibronectin matrix deposition, primary screen, AH1F cells, Alexa488-fibronectin fluorescence, plate reader; AH1F fibroblasts, overnight; inhibition, % at 12.6 µM; 350,000 compounds, 0.086% hits;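 active means mean inhibition across replicates of 30% or more, regardless of how many single replicates reach that level; inconclusive means mean under 30% yet at least half of replicates reach 30%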;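 further: positive control wells lacked labelled fibronectin entirely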
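Schedule: 1 h cell adhesion before compound, then overnight fibronectin incubation; test system: AH1F fibroblast monolayer depositing Alexa488-labelled fibronectin into matrix; quantity: 10000 AH1F cells per well; probe or stimulus: fluorescent fibronectin at 24 nM final; signal: fluorescence, ex 485 nm, em 525 nm; evaluation: percent inhibition as loss of matrix-bound fibronectin fluorescence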
F508del corr = F508del CFTR correction, initial screen, CFBE line, single point; activity (quench increase), % at 7.58 µM; CFBE cells, YFP halide quenching; stimulated with forskolin plus potentiator P3; % fluorescence drop versus neutral controls; 350,000 compounds, 0.36% hits;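 active means mean added fluorescence quench of at least 8% versus neutral control, with both replicates also reaching 8%; inconclusive means only one of the mean or replicate conditions met; inactive means mean below 8% and not both replicates reaching 8%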;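 further: cells transiently co-express mutant CFTR-F508del with the halide-sensitive YFP; corrector assay measuring rescue of mutant channel to the surface after 24 h compound exposure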
DENV2 CPE = inhibitors of DENV2 cytopathic effect, primary screen, cell-based, plate reader, single concentration; DENV2-infected cells, cytopathic effect rescue; CPE inhibition, % at 9.99 µM; 350,000 compounds, 1.7% hits; AID 651640, 2012; in the data active means CPE inhibition above about 20%, passing the limit was not always enough; inconclusive means no clear call, values can overlap the other calls; tested in BHK-21 cells;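 further: 0% = median of neutral control wells and 100% = median of positive control wells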
Starred values were filed as active, the others as inactive; ? = inconclusive; / = no result given; & = joins results of further samples; ! = not confirmed by another sample; [ ] = dose if it differs, or a comment.

SMILES | GSIS activator | PAX8 reporter | miR122 inh | EWS-Fli block | FN deposition inh | F508del corr | DENV2 CPE
CCC(=O)Nc1ccc2c(c1)C(=O)N(C)[C@@H]1CC[C@@H](CC(=O)NC3Cc4ccccc4C3)O[C@@H]1CO2 | 5 | 10 | 0[16.7 µM] | -4 | -8 | -1.6 | 30*
COc1ccc(-n2nnnc2SCC(=O)NC2CC2)cc1 | 19 | 75* | / | 4 | -2 | 0.1 | 8
Cc1cnc(C(=O)OCC(=O)Nc2ccc(Cl)cc2)cn1 | -2 | / | / | 5 | / | -0.6 | 15
CCn1c(SCc2ccccc2)nc2c(c1=O)SCC2 | 4 | 10 | / | 7 | 7 | 0.6 | /
Cc1cccc(S(=O)(=O)N[C@@H]2CC[C@@H](CCNC(=O)c3cnccn3)O[C@H]2CO)c1 | 6 | -4 | / | -4 | 12 | -1.7 | 0
O=C(Cc1coc2cc(O)ccc12)N1CCN(S(=O)(=O)c2ccc(Br)cc2)CC1 | 16 | 26 | -11 | 21 | -3 | -3.6 | 2
CN(C1CCCCC1)S(=O)(=O)c1ccc2c(c1)c(=O)c(C(=O)NCCCN1CCCC1)cn2C | 10 | -11 | 11 | 1 | -4 | -2.9 | 1
C[C@@H]1CN([C@@H](C)CO)C(=O)c2c(c3ccccc3n2C)-c2ccccc2CO[C@@H]1CN(C)C(=O)Nc1cccc(Cl)c1Cl | -1 | ? | / | 11 | 2 | 4.4 | 6
COc1ccc2c3c([nH]c2c1)[C@@H](CO)NCC31CCN(S(=O)(=O)c2cccs2)CC1 | 20 | / | / | -11 | / | 1.7 | -2
C[C@H](CO)N1C[C@H](C)[C@@H](CN(C)Cc2ccc(Oc3ccccc3)cc2)Oc2c(NS(=O)(=O)c3ccc(Cl)cc3)cccc2C1=O | -18 | / | 24[16.7 µM] | 16 | 4 | 0.9 | -11
O=C(N/N=C/c1cc(Cl)ccc1O)c1cccnc1 | -7 | 53 | / | 15 | 2 | 4.4 | 7
CN1CCC(N(C)S(=O)(=O)c2ccc(NC(=O)COc3cccc(Cl)c3)cc2)CC1 | 64* | 4 | / | 14 | 3 | -1.1 | -6
COCCN(C(=O)CSCc1ccccc1)c1c(N)n(Cc2ccccc2)c(=O)[nH]c1=O | 8 | -5 | 0 | 3 | 3 | 2.7 | 2
CCC(C)NC(=O)c1ccc(NC(=O)C2CCCO2)cc1 (stereo not given) | / | -16 | 14 | / | 0 | / | /
Cc1ccc(C(=O)CNc2cccc([N+](=O)[O-])c2)cc1 | 22 | 9 | -2 | -30 | 17 | -0.6 | 4
Cc1cccc(NC(=O)CSc2nnc(CNC(=O)c3ccco3)n2C)c1 | 1 | 7 | 2 | -1 | -2 | 0.8 | 3
COc1ccc(/C=N/N2CCN(C)CC2)c(OC)c1OC | -1 | 0 | / | -6 | 1 | -1.3 | 2
CO[C@H]1CN(C)C(=O)c2ccc(NC(C)=O)cc2OC[C@H](C)N(C(=O)c2ccc(F)cc2)C[C@@H]1C | -8 | / | / | -1 | 5 | -0.7 | -2
CN(C)CCCNC(=O)C[C@@H]1CC[C@H]2[C@@H](COc3ccc(NC(=O)c4ccc5c(c4)OCO5)cc3C(=O)N2C)O1 | 7 | -43 | 1[16.7 µM] | -10 | -9 | 3.8 | 18
Cc1nc2ccc(F)cc2cc1C(=O)Nc1ccc(Cl)c(Cl)c1 | -8 | -7 | / | -3 | -8 | / | -6
CCOC(=O)C1C(=O)C=C(c2ccc([N+](=O)[O-])cc2)CC1c1ccccc1 (stereo not given) | -14 | 14 | -3 | / | -10 | / | /
CCc1nc2ccccc2c(C(=O)Nc2ccc(F)cc2)c1C | 8 | 7 | 2 | 9 | 1 | 1.6 | 2
COC(=O)CCC(=O)Nc1nc(-c2ccccc2)cs1 | -6 | -36 | -1 | -3 | 4 | 1.9 | 4
O=C(NN1C(=O)c2ccccc2C1=O)c1ccncc1 | / | 13 | -2 | -15 | -4 | -2.0 | 2
CS(=O)(=O)N(CC(=O)N1CCCC1)c1ccc2c(c1)OCCO2 | 7 | / | 0 | 1 | / | -2.0 | 0
O=[N+]([O-])c1ccc(/C=N/n2c(-c3ccccc3)n[nH]c2=S)cc1 | 43* | 17 | -5 | 1 | 5 | -0.9 | 2
CN(C)C(=O)C(CCN1CCC(O)(c2ccc(Cl)cc2)CC1)(c1ccccc1)c1ccccc1 | -21 | 10 | -7 | 16 | 3&5 | 11* | ?
CCC(=O)N1C[C@H](C)[C@@H](OC)CN(C)C(=O)c2cc(NC(=O)COC)ccc2OC[C@@H]1C | 1 | -3 | / | -5 | -37 | 1.9 | 1
C(=Nc1ccc(N2CCOCC2)cc1)c1c[nH]c2ccccc12 | / | -14 | / | -18 | -5 | 1.3 | 1
O=C(CCC1CCCC1)NCCS(=O)(=O)N1CCN(c2ccc(F)cc2)CC1 | 1 | 8 | / | 1 | -4 | 1.2 | -2

As a short view, some entries already given.
SMILES | GSIS activator | PAX8 reporter | miR122 inh | EWS-Fli block | FN deposition inh | F508del corr | DENV2 CPE
CO[C@H]1CN(C)C(=O)c2ccc(NC(C)=O)cc2OC[C@H](C)N(C(=O)c2ccc(F)cc2)C[C@@H]1C | -8 | / | / | -1 | 5 | -0.7 | -2
CN(C)CCCNC(=O)C[C@@H]1CC[C@H]2[C@@H](COc3ccc(NC(=O)c4ccc5c(c4)OCO5)cc3C(=O)N2C)O1 | 7 | -43 | 1[16.7 µM] | -10 | -9 | 3.8 | 18
Cc1nc2ccc(F)cc2cc1C(=O)Nc1ccc(Cl)c(Cl)c1 | -8 | -7 | / | -3 | -8 | / | -6
CCOC(=O)C1C(=O)C=C(c2ccc([N+](=O)[O-])cc2)CC1c1ccccc1 (stereo not given) | -14 | 14 | -3 | / | -10 | / | /
CCc1nc2ccccc2c(C(=O)Nc2ccc(F)cc2)c1C | 8 | 7 | 2 | 9 | 1 | 1.6 | 2
COC(=O)CCC(=O)Nc1nc(-c2ccccc2)cs1 | -6 | -36 | -1 | -3 | 4 | 1.9 | 4
O=C(NN1C(=O)c2ccccc2C1=O)c1ccncc1 | / | 13 | -2 | -15 | -4 | -2.0 | 2
CS(=O)(=O)N(CC(=O)N1CCCC1)c1ccc2c(c1)OCCO2 | 7 | / | 0 | 1 | / | -2.0 | 0
O=[N+]([O-])c1ccc(/C=N/n2c(-c3ccccc3)n[nH]c2=S)cc1 | 43* | 17 | -5 | 1 | 5 | -0.9 | 2

Next section
SMILES | GSIS activator | PAX8 reporter | miR122 inh | EWS-Fli block | FN deposition inh | F508del corr | DENV2 CPE
COc1cccc(NC(=O)C(OC(=O)c2ccccc2NS(=O)(=O)c2cccs2)c2ccccc2)c1 (stereo not given) | -1 | -21 | / | / | -1 | / | /
O=C(NNc1ccccn1)c1ccccc1CC[N+](=O)[O-] | 10 | -9 | -4 | -49 | 2 | -2.8 | -7
COc1cccc(-c2ccc(C3[C@@H]4CN(Cc5cccc(F)c5)C[C@H]3N4)cc2)c1 (stereo not given in full) | 755*! | 75*! | / | -11&4 | -2&15 | 1.8&-2.0 | 6&17
CCS(=O)(=O)N1CCC2(CC1)CN(Cc1cccnc1)[C@@H](CO)c1c2c2ccc(OC)cc2n1C | 7 | -15 | / | -9 | / | 1.7 | 6
COC(=O)c1cn(NC(=O)CCC2CCCC2)c(=O)c2ccccc12 | / | 4 | -2 | / | -2 | / | /
COc1cccc(S(=O)(=O)N[C@H]2CC[C@H](CC(=O)NC3Cc4ccccc4C3)O[C@@H]2CO)c1 | -12 | 9 | -4[16.7 µM] | -4 | -4 | 0.4 | 13
CCc1ccc(C(O)c2ncc(-c3ccc(Cl)cc3)[nH]2)cc1 (stereo not given) | -4 | -27 | 9 | -17 | 0 | -1.9 | 1
O=C(c1nn2c(C(F)(F)F)cc(-c3ccccc3)nc2c1Cl)N1CCN2CCCC2C1 (stereo not given) | 16 | 28 | 2 | / | -2 | -1.1 | -2
COc1ccc(Cl)cc1C(=O)Nc1ccc2c(c1)OCCO2 | 11 | -112 | 6 | -85 | 6 | -1.8 | 2
CCOC(=O)/C(C#N)=C1/C=C(C)c2ccccc2N1 | 12 | -29 | / | -17 | / | 0.3 | 3
CC(C)CC(NS(=O)(=O)c1ccc2c(c1)oc(=O)n2C)C(=O)N1CC=C(c2ccccc2)CC1 (stereo not given) | -2 | 13 | 11 | 3 | 6 | 2.5 | 6
C[C@@H]1CN([C@H](C)CO)C(=O)Cc2cc(NS(=O)(=O)c3ccc(Cl)cc3)ccc2O[C@H]1CN(C)C(=O)Nc1ccc(F)cc1 | 3 | 1 | 1[16.7 µM] | -3 | -12 | -1.0 | /
Cc1noc(C)c1S(=O)(=O)Nc1ccc2c(c1)C(=O)N([C@@H](C)CO)C[C@H](C)[C@H](CN(C)C(=O)NC(C)C)OCCCC[C@H](C)O2 | 1 | -31 | 5[16.7 µM] | -16 | -3 | -0.6 | -8
CCCn1c(N)c(C(=O)CSc2nc3ccccc3s2)c(=O)[nH]c1=O | 26 | 11 | -10 | -38 | 6 | 1.9 | -1
CC(C)NC(=O)N(C)C[C@H]1OCCCC[C@@H](C)Oc2ccc(NS(=O)(=O)c3ccc(F)cc3)cc2C(=O)N([C@@H](C)CO)C[C@H]1C | -3 | -3 | -7[16.7 µM] | 1 | -4 | 1.8 | -6
COc1ccc(CCN(Cc2cccs2)S(=O)(=O)c2ccc(-n3cnnn3)cc2)cc1OC | / | 39 | 69 | / | -2 | / | /
CC(C)NCC(O)COc1ccc(COCCOC(C)C)cc1 (stereo not given) | / | -13 | 0 | -5 | -1 | 3.6 | 11
C[C@H]1CN([C@@H](C)CO)C(=O)Cc2cc(N(C)C)ccc2O[C@H]1CN(C)Cc1ccc(Cl)c(Cl)c1 | 11 | -14 | 6[16.7 µM] | -8 | 3 | -1.2 | /
CCCCN1CN(Cc2ccccc2)CNC1=S | 9 | 19 | -13 | 5 | 1 | 1.0 | 1
Cc1nc2ccccc2c(=O)n1-c1ccc(F)c(NC(=O)c2cccs2)c1 | 12 | 15 | 0 | 3 | -7 | 1.0 | 3
Cc1ccc(NC(=S)NC(=O)C2CCC2)cc1C | -16 | -238 | 2 | / | 0 | 6.0 | 69*
O=C1O/C(=C\c2ccccc2)c2ccccc21 | 43 | -13 | 5 | -49 | 0 | -0.5 | 2
Nc1ccc(Cl)c[n+]1Cc1cccc2cccnc12 | 24 | 11 | 20 | 10 | -3 | 1.4 | -6
O=C(Cc1cccc(F)c1)N1CCCC(CO)(Cc2ccc(F)cc2F)C1 (stereo not given) | -36 | 17 | 2 | -17 | 4 | 1.2 | -2
C[C@@H]1CN([C@@H](C)CO)C(=O)Cc2cc(NC(=O)Nc3cccc4ccccc34)ccc2O[C@@H]1CN(C)S(C)(=O)=O | 3 | 18 | -3[16.7 µM] | 0&-3 | -3 | 0.7&3.1 | 66*!
CC1=C([N+](=O)[O-])C(c2ccc(Cl)cc2)NC(=O)N1C (stereo not given) | 11 | -1 | -3 | 2 | -13 | -1.7 | -3
Cc1sc(N)nc1-c1ccc(Oc2ccccc2)cc1 | 9 | -42 | -2 | -14 | -10 | -6.9 | -1
